# LYPLA1 counter: LYPLA1 inhibitors, primary screen, counter-screen for PME1 inhibitor project, biochemical, fluorescence polarization, FP-Rh probe ABPP; inhibition, % at 5.9 µM; Acyl-protein thioesterase 1 (Homo sapiens), O75608; 320,000 compounds, 0.16% hits; AID 2174, 2009; recombinant LYPLA1;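 active means inhibition above the mean of all tested compounds plus 3 SD, set per campaign, cut at about 14% in these data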;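 further: inhibitors block serine hydrolase probe labeling of LYPLA1 so polarization falls; 0% = enzyme with DMSO and 100% = wells lacking LYPLA1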
# Target sequence (O75608 whole entry, looked up): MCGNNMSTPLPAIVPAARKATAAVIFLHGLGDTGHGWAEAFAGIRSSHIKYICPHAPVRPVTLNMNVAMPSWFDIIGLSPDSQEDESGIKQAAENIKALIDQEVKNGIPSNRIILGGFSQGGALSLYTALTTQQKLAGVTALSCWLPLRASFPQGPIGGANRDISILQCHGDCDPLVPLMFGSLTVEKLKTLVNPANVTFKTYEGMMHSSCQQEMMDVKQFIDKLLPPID
# EBNA-1 inhibitor: EBNA-1 DNA-binding inhibitors, primary screen, biochemical, fluorescence polarization | 300,000 compounds, 0.34% hits | AID 1950, 2009 | inhibition, % at 14.8 µM; in the data active means inhibition above about 28%
# PAFAH1B3 inh: PAFAH1B3 enzyme inhibitors, primary screen, biochemical, fluorescence polarization, human; recombinant PAFAH1B3, FP-rhodamine probe; inhibition, % at 3.39 µM; 340,000 compounds, 0.28% hits; AID 492972, 2010;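 active means inhibition above the screen-wide average of all tested compounds plus 3 SD, cut at about 25% in these data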;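 further: 0% = enzyme with DMSO only and 100% = wells lacking PAFAH1B3 protein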
# PAFAH1B2 inh: PAFAH1B2 enzyme inhibitors, primary screen, biochemical, fluorescence polarization, human; Platelet-activating factor acetylhydrolase IB subunit alpha2 (Homo sapiens), P68402; recombinant PAFAH1B2, FP-rhodamine activity probe; inhibition, % at 3.39 µM; 340,000 compounds, 1.2% hits;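 active means inhibition above the mean of all tested compounds plus 3 SD, cut at about 24% in these data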;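 further: 0% = enzyme with DMSO and 100% = wells lacking PAFAH1B2; many of its hits are not listed in these tables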
# PREPL inhibitor: PREPL enzyme inhibitors, primary screen, biochemical, fluorescence polarization; Prolyl endopeptidase-like (Homo sapiens), Q4J6C6; recombinant PREPL, fluorescence polarization activity-based probe; inhibition, % at 5.96 µM; 320,000 compounds, 0.68% hits; in the data active means inhibition above about 43%;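 further: 0% = enzyme with DMSO and 100% = wells lacking enzyme; many of its hits are not listed in these tables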
# pPAFAH FP inh: pPAFAH enzyme inhibitors, primary screen, biochemical, fluorescence polarization, human; Platelet-activating factor acetylhydrolase (Homo sapiens), Q13093; recombinant pPAFAH, FP-rhodamine probe fluorescence polarization; inhibition, % at 3.39 µM; 330,000 compounds, 1.5% hits;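 active means inhibition above the mean inhibition across the screen plus 3 SD, cut at about 25% in these data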;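 further: inhibitors block binding of the rhodamine activity-based probe so polarization drops; 0% = enzyme with DMSO and 100% = wells lacking pPAFAH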
# Target sequence (Q13093 whole entry, looked up): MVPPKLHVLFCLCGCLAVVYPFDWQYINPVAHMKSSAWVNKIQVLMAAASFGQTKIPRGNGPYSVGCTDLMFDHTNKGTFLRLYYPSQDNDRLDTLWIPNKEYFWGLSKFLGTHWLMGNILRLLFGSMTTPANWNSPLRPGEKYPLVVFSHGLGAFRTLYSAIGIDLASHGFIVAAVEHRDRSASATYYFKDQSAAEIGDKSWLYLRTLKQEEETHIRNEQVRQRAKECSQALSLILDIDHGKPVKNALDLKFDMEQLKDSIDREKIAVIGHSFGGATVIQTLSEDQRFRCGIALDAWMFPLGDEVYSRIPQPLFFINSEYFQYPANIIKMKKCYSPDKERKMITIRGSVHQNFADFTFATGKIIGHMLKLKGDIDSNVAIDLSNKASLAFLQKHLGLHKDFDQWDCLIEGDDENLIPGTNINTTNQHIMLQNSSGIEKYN
# ZTA counter: counter-screen for EBNA-1 inhibitors: inhibitors of Epstein-Barr virus ZTA; inhibition, % at 11 µM; 320,000 compounds, 0.15% hits; ZTA-DNA binding, fluorescence polarization; in the data active means inhibition above about 33%
# Target sequence (P03206 whole entry, looked up): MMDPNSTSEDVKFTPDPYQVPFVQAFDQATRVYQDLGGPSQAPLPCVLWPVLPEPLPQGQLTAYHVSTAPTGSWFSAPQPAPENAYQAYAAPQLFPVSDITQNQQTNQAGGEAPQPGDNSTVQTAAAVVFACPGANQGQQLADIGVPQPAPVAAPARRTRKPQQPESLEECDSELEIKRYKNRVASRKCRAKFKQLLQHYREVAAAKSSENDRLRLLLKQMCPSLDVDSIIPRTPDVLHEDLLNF
# LYPLA2 inh: LYPLA2 inhibitors, primary screen, counter-screen for PME1 inhibitor project, biochemical, fluorescence polarization, FP-Rh probe ABPP; Acyl-protein thioesterase 2 (Homo sapiens), O95372; recombinant LYPLA2; inhibition, % at 5.9 µM; 320,000 compounds, 0.38% hits; AID 2177, 2009;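 active means inhibition above the screen-wide mean plus 3 SD, limit set per campaign, cut at about 26% in these data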;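 further: 0% = LYPLA2 with DMSO and 100% = wells lacking LYPLA2 enzyme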
# PAFAH2 FP inh: PAFAH2 enzyme inhibitors, primary screen, biochemical, fluorescence polarization, human; Platelet-activating factor acetylhydrolase 2, cytoplasmic (Homo sapiens), Q99487; recombinant PAFAH2, FP-rhodamine activity probe; inhibition, % at 3.39 µM; 340,000 compounds, 0.99% hits;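 active means inhibition above the mean over all tested compounds plus 3 SD, cut at about 30% in these data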;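 further: inhibitors block probe labeling of enzyme so polarization drops; 0% = enzyme with DMSO and 100% = wells lacking PAFAH2 protein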
# * = called active by the depositor; nt = not tested or not shown. This is a subset. The share of hits here may be higher or lower than overall.
Compound	LYPLA1 counter	EBNA-1 inhibitor	PAFAH1B3 inh	PAFAH1B2 inh	PREPL inhibitor	pPAFAH FP inh	ZTA counter	LYPLA2 inh	PAFAH2 FP inh
CC(=O)c1sc(NC(=O)c2cc(=O)c3ccccc3o2)nc1C	11	-6	7	5	1	21	-10	-1	-6
COc1ccc(Cc2nc3ccc(C(=O)N(C)CCCN4CCOCC4)cc3o2)cc1	3	1	9	0	14	1	5	1	-20
Nc1nnc(SCC(=O)Nc2cccc(S(N)(=O)=O)c2)s1	-1	9	9	2	6	3	12	-2	-1
Cc1cc(=O)n(Cc2ccccc2)c2c(C)cccc12	-2	-1	3	7	4	5	-5	3	1
O=C(Nc1cccc(S(=O)(=O)Nc2ccc(Cl)cc2)c1)c1ccc2c(c1)OCCO2	-26	-8	-14	-9	-23	8	-6	-57	-15
O=C(CS(=O)(=O)c1cn(CC(=O)N2CCOCC2)c2ccccc12)Nc1ccccc1	-1	4	7	4	0	22	-19	7	-4
CCOn1c(=O)c(-c2cc(OC)ccc2OC)[n+]([O-])c2ccccc21	1	7	1	-1	2	4	-11	-2	0
COc1cc(Br)cc(C(c2c(C)n(C)n(-c3ccccc3)c2=O)c2c(C)n(C)n(-c3ccccc3)c2=O)c1O	1	-4	nt	nt	4	4	11	1	nt
CC(C)CN(C(=O)COC(=O)/C=C/c1ccccc1)C1CCS(=O)(=O)C1 (stereo not given)	-3	nt	1	1	7	7	7	5	-4
O=C(O)CCc1n[nH]c(=S)[nH]c1=O	4	-7	5	4	-6	4	-4	0	-1
O=C(CN1C(=O)C2CC=CCC2C1=O)NCc1cccs1 (stereo not given)	-1	0	5	0	12	4	-2	0	-1
Cc1cc(C)n2ncc(C(=O)Nc3ccc(Cl)c(Cl)c3)c2n1	-4	3	7	0	-7	-1	2	-7	-3
COc1ccc(S(=O)(=O)N2CCCN(CCC(=O)Nc3cccc(C(F)(F)F)c3)CC2)cc1	-2	2	5	2	-27	1	-22	9	-7
CS(=O)(=O)N1CCC(C(=O)NCCc2ccccc2)CC1	-2	3	7	0	5	0	-10	-6	-4
Cc1c(C(=O)N2CCC3(CC2)CC(=O)c2ccccc2O3)cccc1[N+](=O)[O-]	2	4	11	3	16	1	6	4	-5
N#CCN(CC#N)C(=O)C1c2ccccc2Oc2ccccc21	87*	-20	12	2	75*	62*	1	105*	5
Cc1ccc(S(=O)(=O)NCc2ccncc2)cc1C	2	-5	10	9	5	0	-5	-9	1
CC(C)(C)c1cnnn1-c1ccc(NC(=O)c2ccc(Br)o2)cc1	-2	-7	6	4	11	4	-17	7	1
CCOc1ccc(S(=O)(=O)N2CCCC(C(=O)NC3CC3)C2)cc1Cl (stereo not given)	0	-4	0	-2	15	2	7	-1	0
Cc1onc(-c2ccccc2Cl)c1C(=O)N1C=CC(C(F)(F)F)=NCC1	1	4	2	2	7	3	12	2	4
COc1ccc(NC(=O)CCCN2C(=O)C(c3ccccc3)Oc3cccnc32)cc1 (stereo not given)	1	-13	8	5	-8	1	-18	1	2
CCCc1nc2ccccc2c(C(=O)OC2CCOC2=O)c1CC (stereo not given)	3	6	-1	3	-7	1	-7	3	2
COc1cccc(CNC(=O)C2CCN(c3ncnc4c3nc3n4CCCCC3)CC2)c1	1	0	15	-3	-1	5	23	-3	-2
COc1ccccc1NS(=O)(=O)c1cccc(NC(=O)Nc2ccccc2)c1	-26	3	-28	-20	-12	-8	3	-52	-44
CCC(C)[C@H](NC(=O)N1CCn2c1nc1ccccc12)C(=O)NCCc1ccccc1 (stereo not given in full)	-1	4	0	4	2	6	-15	3	0
CCOc1ncccc1C(=O)N(CCC(C)C)c1c(N)n(Cc2ccccc2)c(=O)[nH]c1=O	nt	nt	4	-1	20	-3	nt	nt	-2
COc1ccccc1CNC(=O)c1ccc2c(=O)n(CC3CCCO3)c(=S)[nH]c2c1 (stereo not given)	-5	-5	2	0	-12	4	-7	-6	5
CCNC(=O)CC1C(=O)N(c2cccc(OC)c2)C(=O)N1CCOC (stereo not given)	5	-10	1	-1	-8	-2	1	-9	-21
O=C(Nc1ccccc1)c1cccc(S(=O)(=O)NCc2ccco2)c1	2	6	15	2	-22	8	-13	-2	8
O=C(Nc1nnc(C2CCCO2)s1)c1cccs1 (stereo not given)	-1	-9	3	11	-1	3	-5	4	-11
O=C(c1cc(C2CC2)nn1-c1ccccc1)N1CCN(Cc2ccc(Cl)cc2)CC1	7	nt	10	3	-22	2	-5	15	-1
CCCCC(CC(O)COCCC)C(=O)NN (stereo not given)	1	-12	9	0	9	-4	5	-4	1
CSc1nc2ccc3nc(NC(=O)c4cccs4)sc3c2s1	-5	-7	2	3	0	-3	11	-17	-6
Cc1ccc(O)c(/C=N/NC(=O)Cc2ccc(Cl)cc2)c1	0	6	7	16	-6	1	-24	2	14
O=C(COC(=O)c1ccc(O)cc1O)NC(=O)NCc1ccccc1	-2	nt	6	1	5	4	-6	6	3
O=C1CCC2(CC1)NC(=O)N(c1ccccc1)N2	0	3	6	5	-6	-1	-2	-1	3
COc1ccc(CNC(=O)C(c2cccc(C)c2)N(C(=O)c2csnn2)C2CC2)cc1 (stereo not given)	-3	-2	4	2	6	1	4	-11	2
COc1ccc(C(=O)NCC(=O)NCc2ccncc2)cc1	nt	nt	4	0	19	0	nt	nt	-2
CN(CC(=O)Nc1c(Cl)cccc1Cl)C(=O)c1cc(S(=O)(=O)N(C)C)ccc1N1CCCC1	1	-4	2	-2	8	0	-8	0	4
O=C(/C=C/NNC(=O)c1ccc(Br)cc1)c1ccccc1	-3	-4	9	8	14	9	4	-7	5
CCOC(=O)c1c(NC(=O)Cc2cccs2)sc2c1CCCC2	-8	7	9	-1	0	7	7	-5	-8
N#CC1=C(N)SC(N)=C(C#N)C1c1cccc(Oc2ccccc2)c1	-12	2	-11	-9	6	4	11	-14	7
COc1cc(NC(=O)c2ccccc2)ccc1NC(=O)Cc1ccccc1	-1	11	13	-3	4	3	12	7	-1
C[C@H](CO)N1C[C@H](C)[C@@H](CN(C)S(=O)(=O)c2cn(C)cn2)Oc2c(NC(=O)Nc3ccc4c(c3)OCO4)cccc2C1=O	nt	nt	2	5	14	1	nt	nt	1
Cc1nc(C)c(C(=O)C2=C(O)C(=O)N(CCN3CCOCC3)C2c2cccs2)s1 (stereo not given)	-6	1	5	0	0	0	10	-2	-13
CC/C(O)=C1\C(=O)CC(c2ccccc2)CC1=NC(C)C (stereo not given)	-2	-10	-1	10	11	4	-7	-3	5
CCN=C1SC(C(=O)Nc2ccc(OCC)cc2)CC(=O)N1CC (stereo not given)	-2	11	nt	nt	-1	2	-2	0	nt
COCCNC(=O)/C(C#N)=C/c1ccc2c(c1)OCO2	-5	6	14	1	-12	-1	2	-2	0
COc1ccc2cnn(CCOc3ccccc3)c(=O)c2c1OC	3	4	6	-4	0	4	-8	2	-2
CCC(CC)NCc1ccc(OC)cc1OC	0	9	-3	3	30	-2	3	9	-3
O=C(c1ccc(Br)c([N+](=O)[O-])c1)N1CCN(Cc2ccccc2)CC1	3	-1	7	2	4	4	1	0	-9
CCC(c1nnnn1Cc1ccco1)N1CCN(C(=O)c2ccco2)CC1 (stereo not given)	-1	-1	-2	-3	-7	2	0	0	-7
N=C1CCCN1c1ccccc1O	2	0	1	4	13	-4	-5	8	0
O=[N+]([O-])c1ccc(/C=N/Nc2nc(N3CCCC3)nc(N3CCCC3)n2)o1	-1	8	15	3	18	8	9	7	10
Cc1cc(NC(=O)CSCC(=O)OC(C)C(=O)c2cc(C)c(C)cc2C)no1 (stereo not given)	2	7	6	5	8	-1	3	6	-1
C=CCNS(=O)(=O)c1cc2c3c(c1)CCN3C(=O)CC2	-2	1	5	-5	1	2	-9	4	3
COc1ccc(N(C)C(=O)c2cnc(N3CCN(c4ncccn4)CC3)c3ccccc23)cc1	-2	-1	2	2	-43	-4	9	2	-8
C=CCOc1ccccc1CNCc1ccc(F)cc1	-1	3	4	1	2	0	-12	6	0
O=C(CSc1ncccn1)NCc1cccc(Cl)c1	-2	8	3	2	-4	4	17	-2	8
O=C(COc1ccc(F)cc1Br)N1CCc2ccccc21	-4	16	2	-5	6	-5	20	-3	-2

# (further entries)
Compound	LYPLA1 counter	EBNA-1 inhibitor	PAFAH1B3 inh	PAFAH1B2 inh	PREPL inhibitor	pPAFAH FP inh	ZTA counter	LYPLA2 inh	PAFAH2 FP inh
O=C1NC2(CCC3(CC2)OCCO3)NN1c1ccccc1	1	-13	6	6	-10	-1	-22	3	2
O=C(NNC(=O)c1ccco1)c1ccc(NS(=O)(=O)c2cccs2)cc1	3	-8	-2	-1	0	3	1	8	2
CCC1(c2ccc(OC)cc2)NC(=O)N(CC(=O)c2ccc3c(c2)OCCO3)C1=O (stereo not given)	-6	nt	2	1	-14	3	-8	-6	2
COc1ccc(NS(=O)(=O)c2cc(C(=O)N3CCC3)ccc2C)cc1	-6	nt	12	8	-1	0	2	-2	3
COc1ccc(NC(=O)c2cc3n(n2)C(C(F)(F)F)CC(c2ccc(OC)cc2)N3)cc1 (stereo not given)	-2	24	0	0	28	6	-4	3	2
CC(NS(=O)(=O)c1ccc(Cl)c(Cl)c1)C(=O)OCC(=O)Nc1ccc2c(c1)OCO2 (stereo not given)	-3	0	5	3	13	11	-16	-4	31*
NC(=O)CC[C@@H]1NC(=O)[C@@H]2CCCN2C(=O)c2cc([N+](=O)[O-])cc(F)c2NCCC[C@@H](C(N)=O)NC1=O	-2	5	6	5	-7	3	-6	3	3
CN1CCN(S(=O)(=O)c2ccc(Oc3ccc(Br)cc3F)nc2)CC1	1	14	7	6	-2	2	1	2	3
O=C(COc1coc(CN2CCc3ccccc3C2)cc1=O)Nc1cccc([N+](=O)[O-])c1	-2	2	3	3	8	7	9	8	18
CCOC(=O)c1ccc(-n2c(N)c(C(=O)NCc3ccco3)sc2=S)cc1	-5	8	2	-1	15	9	12	6	1
CN(Cc1cccc2ncccc12)C(=O)CC1C(=O)NCCN1Cc1ccc(F)cc1 (stereo not given)	1	-6	1	0	-1	2	12	2	6
CC(C)CN(C(=O)Cn1ccccc1=O)C1CCS(=O)(=O)C1 (stereo not given)	1	nt	0	1	9	-1	-12	4	-4
Cc1c(Br)c([N+](=O)[O-])nn1CC(=O)Nc1ccc(C(N)=O)cc1	-6	-2	-3	7	14	2	-4	-2	-2
Cc1ccc(S(=O)(=O)N2CCOC2C(Cl)(Cl)Cl)cc1 (stereo not given)	2	8	10	3	4	1	-6	11	4
CCOc1ccc(N(C)c2ccc(/C=C3/SC(=S)NC3=O)cc2)cc1	-10	-5	3	-4	-9	6	-4	-4	-14
CCn1c(=O)n(Cc2ccco2)c(=N)c2c3c(sc21)COC(C)(C)C3	1	-3	13	5	6	-1	-19	-2	-5

# Assay outcomes as filed in PubChem.
